Assay outcomes: PubChem, several laboratories
PP1 counter: PP1-alpha phosphatase inhibitors, primary screen, counter-screen for PP5 inhibitor project, biochemical, fluorescence, OMFP substrate, single point; Serine/threonine-protein phosphatase PP1-alpha catalytic subunit (Homo sapiens), P62136; purified PP1alpha; inhibition, % at 6.7 µM; AID 2235, 2010; 0.9% of 320,000 active;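 active means inhibition above the mean inhibition of all tested compounds plus 3 SD, computed separately for each screening campaign, cut at about 15% in these data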
PP5 inh: PP5 phosphatase inhibitors, primary screen, biochemical, fluorescence. Serine/threonine-protein phosphatase 5 (Homo sapiens), P53041. purified PP5c, OMFP substrate fluorescence. inhibition, % at 6.7 µM. 0.18% of 320,000 active;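 active means inhibition above the campaign's mean inhibition across all tested compounds plus 3 SD, cut at about 9.5% in these data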;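 further: 0% = DMSO only and 100% = 100 µM cantharidin control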
Target sequence (P53041 whole entry, looked up): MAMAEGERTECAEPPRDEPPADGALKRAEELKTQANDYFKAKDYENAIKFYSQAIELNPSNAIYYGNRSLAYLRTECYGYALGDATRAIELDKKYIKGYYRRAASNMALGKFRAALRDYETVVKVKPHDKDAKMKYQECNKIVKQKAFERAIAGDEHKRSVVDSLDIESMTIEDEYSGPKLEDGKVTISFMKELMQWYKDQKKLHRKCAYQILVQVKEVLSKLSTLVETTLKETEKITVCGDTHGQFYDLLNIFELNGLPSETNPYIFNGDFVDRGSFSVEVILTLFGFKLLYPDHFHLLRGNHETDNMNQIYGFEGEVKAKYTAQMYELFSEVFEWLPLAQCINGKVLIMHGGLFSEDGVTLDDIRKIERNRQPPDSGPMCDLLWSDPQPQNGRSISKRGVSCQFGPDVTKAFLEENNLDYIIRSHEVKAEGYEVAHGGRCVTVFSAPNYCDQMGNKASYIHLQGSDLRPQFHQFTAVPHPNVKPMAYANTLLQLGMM
GASC-1 inh: inhibitors of GASC-1 histone demethylase, primary screen, biochemical, fluorescence, DELFIA europium; Lysine-specific demethylase 4C (Homo sapiens), Q9H3R0; GST-JMJD2C(1-420) H3K9me3 demethylation; inhibition, % at 2.35 µM; 0.069% of 330,000 active; AID 2099, 2009;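 active means more than half of a compound's replicate wells show inhibition beyond 50%, single wells judged on their own value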;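 further: signal counts dimethyl H3K9 product captured on neutravidin plate; 0% = median of DMSO wells and 100% = 0.3 times that DMSO median; strong numbers were not always called active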
proCasp7 act: procaspase-7 activators, primary screen, counter-screen for procaspase-3 activator project, biochemical, absorbance, HTS, human | 0.093% of 330,000 active | activation, % at 8.5 µM | Caspase-7 (Homo sapiens), P55210 | AID 463210, 2010 | recombinant procaspase-7, Ac-DEVD-pNA absorbance 405 nm; D23A/D198A/D206A triple mutant, cannot self-cleave; scale: DMSO 0, 5 µM enzyme 100;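 active means percent activation above the screen-wide mean plus 3 SD, cut at about 25% in these data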
Target sequence (P55210 whole entry D23A/D198A/D206A): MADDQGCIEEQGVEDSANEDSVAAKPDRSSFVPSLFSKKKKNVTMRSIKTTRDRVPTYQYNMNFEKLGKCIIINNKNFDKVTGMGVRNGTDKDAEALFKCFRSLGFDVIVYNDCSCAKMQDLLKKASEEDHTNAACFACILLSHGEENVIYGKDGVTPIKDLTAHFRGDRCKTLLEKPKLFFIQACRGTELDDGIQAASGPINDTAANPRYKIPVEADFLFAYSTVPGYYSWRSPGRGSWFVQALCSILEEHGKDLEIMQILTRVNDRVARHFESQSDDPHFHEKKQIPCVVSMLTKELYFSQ
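System: Uncleavable procaspase-7 mutant enzyme; Amount: 2 µM procaspase-7 mutant as dispensed; Schedule: 1 h compound preincubation, 2 h substrate cleavage, 25 °C; Measured by: 405 nm absorbance of p-nitroaniline; Evaluation: percent activation from buffer-corrected 0–120 min absorbance change; Control set: low DMSO alone, high DMSO plus 5 µM PC-7.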
VLA-4 inh: inhibition in human VLA-4 binding assay, primary screen, VLA-4 allosteric modulator project, MLPCN library, flow cytometry, VLA-4 expressing cells; 0.2% of 330,000 active; ligand binding flow cytometry; inhibition, % (about 7 µM as worked out from the volumes in the protocol); in the data active means inhibition above about 50%
Fh CTSL1 inh: Fasciola hepatica cathepsin L1 inhibitors, primary screen, counter-screen for PFM18AAP inhibitor project, biochemical, QFRET, fluorogenic peptide substrate | recombinant F. hepatica cathepsin L1, Z-Leu-Arg-MCA fluorescence | inhibition, % at 5.96 µM | 0.49% of 300,000 active | AID 1906, 2009;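 active means inhibition above the mean of all tested compounds plus 3 SD, set per screening campaign, cut at about 17% in these data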;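 further: 0% = plate median of test compound wells and 100% = 1 µM Z-Phe-Ala-diazomethylketone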
HCV core dimer: inhibitors of HCV core protein dimerization, primary screen, biochemical, TR-FRET, high-throughput. TR-FRET GST/Flag-core106 dimerization, 1536-well. inhibition, % at 5 µM. 0.33% of 300,000 active. AID 1899, 2009;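 active means inhibition above the mean of all tested compounds plus 3 SD, set per screening campaign, cut at about 45% in these data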
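Assay system: tagged HCV core106 pair (GST and Flag); medium: KF-containing HEPES buffer, pH 7.45, DTT, CHAPS, BSA; also added: Eu donor and XL665 acceptor anti-tag antibodies; dosing: 5 µM single dose; timing: compound-protein-antibody incubation 4 h at 22.5 °C; signal: TR-FRET 671 and 617 nm emission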
procasp3 activ: activators of human procaspase-3 D3A mutant, primary screen, biochemical, absorbance, PC-3 D3A mutant, single concentration | 0.11% of 330,000 active | AID 463141, 2010 | Caspase-3 (Homo sapiens), P42574 | recombinant procaspase-3 D3A, Ac-DEVD-pNA absorbance 405 nm | activation, % at 8.5 µM;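 active means activation above the mean of all tested compounds plus 3 SD, cut at about 21% in these data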;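 further: 0% = DMSO alone and 100% = DMSO wells spiked with extra 5 µM PC-3 D3A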
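assay system = Procaspase-3 D3A mutant | signal = absorbance at 405 nm, 0 and 120 min | times = 1 h preincubation plus 2 h reaction at 25 °C | repeats = single replicate | read-out = % activation between DMSO and enzyme-spiked controls | medium = Zinc-free HEPES saline buffer with Triton X-100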
GRK2 aptamer HTS: compounds blocking aptamer binding on GRK2 – biochemical, human GRK2, bead flow cytometry, HTS, primary screen; Beta-adrenergic receptor kinase 1 (Homo sapiens), P25098; FAM-aptamer displacement from GRK2; inhibition of aptamer binding, % at 10 µM; 0.59% of 330,000 active;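 active means inhibition of aptamer binding above 40%, roughly 3 SD of noise, on plates passing a quality check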;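 further: median bead fluorescence of bound FAM aptamer so fluorescent compounds give negative values; no value below 0 was filed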
The depositor's hits bear a star.

How did O=S(=O)(Cc1ccccc1)N(O)c1ccccc1 do in these assays?
PP1 counter: -2; PP5 inh: 0.7; GASC-1 inh: 12; proCasp7 act: 1; VLA-4 inh: 3; Fh CTSL1 inh: 5; HCV core dimer: -11; procasp3 activ: -2; GRK2 aptamer HTS: 0

Results for CCOC(=O)C1CCCN(C(=O)c2cccc(S(=O)(=O)N3CCCC3)c2)C1 (centres undefined) ?
PP1 counter: 0; PP5 inh: 3.4; GASC-1 inh: 1; proCasp7 act: 1; VLA-4 inh: -4; procasp3 activ: 2; GRK2 aptamer HTS: 0

What do the screens show for `C=CCn1c(SCC)nc(O)cc1=O`?
PP1 counter: 0; PP5 inh: 1.3; GASC-1 inh: -8; proCasp7 act: -3; VLA-4 inh: 2; Fh CTSL1 inh: -4; HCV core dimer: 2; procasp3 activ: 0; GRK2 aptamer HTS: 0

Results for COc1cccc(OCCCn2cc(/C=C3/C(=N)N4C=C(C)SC4=NC3=O)c3ccccc32)c1 ?
PP1 counter: 2; PP5 inh: 0.6; GASC-1 inh: -1; proCasp7 act: -21; VLA-4 inh: -60; Fh CTSL1 inh: 3; HCV core dimer: 21; procasp3 activ: -7; GRK2 aptamer HTS: 0

What do the screens show for `COc1cc(/C=C2/C(=N)N3C=CSC3=NC2=O)ccc1OCCOc1ccc(NC(C)=O)cc1`?
PP1 counter: -1; PP5 inh: 2.2; GASC-1 inh: 5; proCasp7 act: -4; VLA-4 inh: -1; Fh CTSL1 inh: -3; HCV core dimer: 10; procasp3 activ: 1; GRK2 aptamer HTS: 2

Results for Cc1ccc(-c2nc3sc4c(c3c(=O)n2N)CC(C)(C)OC4)cc1 ?
PP1 counter: 0; PP5 inh: 3.0; GASC-1 inh: 5; proCasp7 act: -5; VLA-4 inh: 2; Fh CTSL1 inh: 1; HCV core dimer: -1; procasp3 activ: 3; GRK2 aptamer HTS: 0

How did C/C(=N\OCc1nc2ccccc2c(=O)n1/N=C/c1cc([N+](=O)[O-])ccc1O)c1ccccc1 do in these assays?
PP1 counter: 8; PP5 inh: -0.2; GASC-1 inh: 0; proCasp7 act: -32; VLA-4 inh: -3; Fh CTSL1 inh: 2; HCV core dimer: 7; procasp3 activ: -25; GRK2 aptamer HTS: 0

Results for CNC(=O)CC1C(=O)N(c2ccc(F)cc2)C(=S)N1NC(=O)c1ccc(Br)cc1 (centres undefined) ?
PP1 counter: -3; PP5 inh: 0.8; GASC-1 inh: -4; proCasp7 act: -2; VLA-4 inh: 5; Fh CTSL1 inh: 3; HCV core dimer: 6; procasp3 activ: 2; GRK2 aptamer HTS: 0

How did O=C(NCc1cccs1)C1CCCN(c2nc3ccccc3o2)C1 (centres undefined) do in these assays?
PP1 counter: -4; PP5 inh: -0.8; GASC-1 inh: 34; proCasp7 act: 10; VLA-4 inh: 6; Fh CTSL1 inh: 0; HCV core dimer: -1; procasp3 activ: 4; GRK2 aptamer HTS: 0

What do the screens show for `O=C(O)CN(Cc1ccccc1)S(=O)(=O)c1ccc(F)cc1`?
PP1 counter: -2; PP5 inh: 0.6; GASC-1 inh: -2; proCasp7 act: 4; VLA-4 inh: 16; Fh CTSL1 inh: -2; HCV core dimer: 8; procasp3 activ: 12; GRK2 aptamer HTS: 0

Results for CCN(CC(=O)NCc1cccs1)C(=O)c1cccc(Cl)c1 ?
GASC-1 inh: 4; proCasp7 act: 7; VLA-4 inh: 4; procasp3 activ: 9; GRK2 aptamer HTS: 0

Results for Cc1ccc(-c2ccnc(=S)[nH]2)cc1 ?
PP1 counter: 1; PP5 inh: -0.5; GASC-1 inh: -32; proCasp7 act: -8; VLA-4 inh: 0; Fh CTSL1 inh: -6; HCV core dimer: 4; procasp3 activ: -1; GRK2 aptamer HTS: 0

What do the screens show for `O=C(Nc1ccc(F)cc1)N1CCN(C/C=C/c2ccccc2)CC1`?
PP1 counter: -3; PP5 inh: 3.9; GASC-1 inh: -2; proCasp7 act: 7; VLA-4 inh: 0; Fh CTSL1 inh: -1; HCV core dimer: -6; procasp3 activ: 0; GRK2 aptamer HTS: 0

Results for O=C(O)/C(=C\c1cn(-c2ccccc2)nc1-c1cccnc1)NC(=O)c1ccccc1 ?
PP1 counter: -1; PP5 inh: 2.4; GASC-1 inh: -9; proCasp7 act: 13; VLA-4 inh: 11; Fh CTSL1 inh: 1; HCV core dimer: 1; procasp3 activ: 0; GRK2 aptamer HTS: 0

How did O=C(CCc1nc2ccccc2c(=O)[nH]1)N1CCCc2ccccc21 do in these assays?
PP1 counter: -1; PP5 inh: 4.0; GASC-1 inh: 0; proCasp7 act: 3; VLA-4 inh: 5; Fh CTSL1 inh: 1; HCV core dimer: 9; procasp3 activ: 4; GRK2 aptamer HTS: 0

Results for C=C(C)C(=O)Nc1ccc(NC(C)C)cc1 ?
PP1 counter: -9; PP5 inh: 0.2; GASC-1 inh: -3; proCasp7 act: -3; VLA-4 inh: -5; Fh CTSL1 inh: -8; HCV core dimer: -4; procasp3 activ: -3; GRK2 aptamer HTS: 0

How did Cc1cc(N2CCOCC2)ncc1[N+](=O)[O-] do in these assays?
PP1 counter: -2; PP5 inh: -1.2; GASC-1 inh: -14; proCasp7 act: -3; VLA-4 inh: 23; Fh CTSL1 inh: 0; HCV core dimer: -7; procasp3 activ: -6; GRK2 aptamer HTS: 1

Results for COc1cc(CC(=O)NNC(=O)c2cccs2)cc(OC)c1OC ?
GASC-1 inh: 12; proCasp7 act: 6; VLA-4 inh: 1; procasp3 activ: 6; GRK2 aptamer HTS: 0

What do the screens show for `CCOC(=O)c1c(S(=O)(=O)Nc2cccc(-c3ccno3)c2)c(C)n(C)c1C`?
PP1 counter: 9; PP5 inh: 1.2; GASC-1 inh: -11; proCasp7 act: 5; VLA-4 inh: 15; Fh CTSL1 inh: -20; HCV core dimer: 7; procasp3 activ: 2; GRK2 aptamer HTS: 6

How did Cc1ccc(NC(=O)c2c3c(nc4ccccc24)CCC3)cc1S(=O)(=O)N(C)C do in these assays?
PP1 counter: 5; PP5 inh: 2.1; GASC-1 inh: 4; proCasp7 act: 2; VLA-4 inh: 6; Fh CTSL1 inh: -1; HCV core dimer: 66*; procasp3 activ: 4; GRK2 aptamer HTS: 3

How did O=C(CN1C(=O)COc2ccccc21)N(Cc1ccc2c(c1)OCO2)CC1CCCO1 (centres undefined) do in these assays?
PP1 counter: 0; PP5 inh: -1.5; GASC-1 inh: -14; proCasp7 act: 16; VLA-4 inh: 3; Fh CTSL1 inh: 0; HCV core dimer: -3; procasp3 activ: -10; GRK2 aptamer HTS: 2

What do the screens show for `COc1ccc(CC(=O)O/N=C(\N)c2ccc(Br)cc2)cc1OC`?
PP1 counter: -2; PP5 inh: 0.4; GASC-1 inh: -4; proCasp7 act: -1; VLA-4 inh: 1; Fh CTSL1 inh: -3; HCV core dimer: 3; procasp3 activ: 1; GRK2 aptamer HTS: 1

How did O=C(CN1CCOCC1)Nc1nc(-c2ccccc2)cs1 do in these assays?
PP1 counter: -1; PP5 inh: 0.9; GASC-1 inh: -8; proCasp7 act: -3; VLA-4 inh: 15; Fh CTSL1 inh: 0; HCV core dimer: -10; procasp3 activ: 3; GRK2 aptamer HTS: 0

What do the screens show for `COc1ccc(C2=CC3=C(Br)C(=O)C(C)(O)C(=O)C3=CO2)cc1` (centres undefined)?
PP1 counter: -5; PP5 inh: 4.7; GASC-1 inh: -6; proCasp7 act: -21; VLA-4 inh: 28; Fh CTSL1 inh: 1; HCV core dimer: 24; procasp3 activ: 4; GRK2 aptamer HTS: 7

What do the screens show for `CCOc1ccc(N/C(N)=N/c2nc(C)c(C)c(=O)[nH]2)cc1`?
PP1 counter: 2; PP5 inh: 1.1; GASC-1 inh: -5; proCasp7 act: -7; VLA-4 inh: -84; Fh CTSL1 inh: -1; HCV core dimer: -3; procasp3 activ: -4; GRK2 aptamer HTS: 1

What do the screens show for `Cc1nc(-c2ccc(C#N)cc2)cs1`?
PP1 counter: -8; PP5 inh: 2.8; GASC-1 inh: 6; proCasp7 act: 2; VLA-4 inh: 3; Fh CTSL1 inh: -3; HCV core dimer: 3; procasp3 activ: 9; GRK2 aptamer HTS: 0

How did Cc1cc(C)cc(N(CC(=O)NCc2cccnc2)S(C)(=O)=O)c1 do in these assays?
PP1 counter: -1; PP5 inh: -1.0; GASC-1 inh: 4; proCasp7 act: 4; VLA-4 inh: -8; Fh CTSL1 inh: 2; HCV core dimer: -7; procasp3 activ: -4; GRK2 aptamer HTS: 0

How did CCN(CCO)Cc1cc(=O)oc2cc3c(cc12)CCC3 do in these assays?
PP1 counter: -2; PP5 inh: 7.0; GASC-1 inh: 6; proCasp7 act: -1; VLA-4 inh: 1; Fh CTSL1 inh: 0; HCV core dimer: 5; procasp3 activ: 12; GRK2 aptamer HTS: 5

What do the screens show for `Cc1ccccc1-c1nc(CN2CCCC(C(=O)NCCCN3CCOCC3)C2)c(C)o1` (centres undefined)?
PP1 counter: -2; PP5 inh: 0.3; GASC-1 inh: -26; proCasp7 act: -7; VLA-4 inh: -2; Fh CTSL1 inh: -5; HCV core dimer: 1; procasp3 activ: 6; GRK2 aptamer HTS: 0

What do the screens show for `COc1ccc(C2=NO[C@@H]3C(=O)N(Cc4ccccc4)C(=O)[C@H]23)cc1OC`?
PP1 counter: -1; PP5 inh: -0.8; GASC-1 inh: -6; proCasp7 act: -3; VLA-4 inh: 9; Fh CTSL1 inh: 1; HCV core dimer: 2; procasp3 activ: 3; GRK2 aptamer HTS: 2

How did CCOc1ccccc1N(CC)C(=O)c1ccc2c(=O)n3c(nc2c1)CCCCC3 do in these assays?
PP1 counter: -7; PP5 inh: -0.6; GASC-1 inh: -2; proCasp7 act: 4; VLA-4 inh: 7; Fh CTSL1 inh: -6; HCV core dimer: 13; procasp3 activ: 2; GRK2 aptamer HTS: 1

Outcome played no part in choosing rows, and some 2.6% of all compounds hit somewhere here.
